# High-throughput results (PubChem)
# PLCg1 inh = blocks human PLC-gamma1 enzyme activity | P19174 | purified PLC-gamma1, fluorogenic substrate, fluorescence | inhibition, % at 12.2 µM | actives 0.84% (n = 370,000); in the data active = inhibition above about 9.5%
# Tn6 DDE FP = DD(E)-Tn6 binding inhibition, primary FP screen; P02675; Fibrin DD(E) TRITC-Tn6 fluorescence polarization displacement; inhibition, % at 8.3 µM; actives 0.21% (n = 370,000);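 active = inhibition above a per-campaign cutoff: mean of compounds within control limits plus 3 SD, cut at about 15% in these data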;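 also: 0% = median of all compound wells on the plate and 100% = blocking peptide control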
# SIAE inh = inhibitors of human sialic acid acetylesterase SIAE | SIAE FP-Rh probe binding, fluorescence polarization | Q9HAT2 | inhibition, % at 9.66 µM | actives 0.69% (n = 370,000);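 active = inhibition above a cutoff: mean of compounds within the control limits plus 3 SD of those, cut at about 17% in these data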;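 also: 0% = plate median of compound wells and 100% = probe without SIAE protein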
# Target sequence (Q9HAT2 whole entry, looked up): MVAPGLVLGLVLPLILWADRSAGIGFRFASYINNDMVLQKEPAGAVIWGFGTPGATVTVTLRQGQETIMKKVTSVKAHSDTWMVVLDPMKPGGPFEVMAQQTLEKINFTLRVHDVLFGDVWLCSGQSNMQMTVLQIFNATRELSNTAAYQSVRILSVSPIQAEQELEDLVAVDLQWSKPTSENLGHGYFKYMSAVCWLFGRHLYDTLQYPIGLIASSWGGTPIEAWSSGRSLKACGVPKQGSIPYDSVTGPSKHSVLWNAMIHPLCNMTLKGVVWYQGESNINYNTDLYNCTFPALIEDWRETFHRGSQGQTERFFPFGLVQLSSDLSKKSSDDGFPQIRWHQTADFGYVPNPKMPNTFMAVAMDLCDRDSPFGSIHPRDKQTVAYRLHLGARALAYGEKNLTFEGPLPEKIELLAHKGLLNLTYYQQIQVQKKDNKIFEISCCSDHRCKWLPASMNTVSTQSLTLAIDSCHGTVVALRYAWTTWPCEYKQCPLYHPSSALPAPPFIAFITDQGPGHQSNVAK
# Tn7 DDE FP = DD(E)-Tn7 binding inhibition, primary FP screen | P02675 | FP displacement of FITC-Tn7 peptide from fibrin DD(E); 0% = median of compound wells per plate | inhibition, % at 8.3 µM | actives 0.13% (n = 370,000);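 active = inhibition above the mean of compounds falling within the control limits plus 3 SD of them, cut at about 14% in these data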;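 also: 0% = plate median of compound wells and 100% = 10 µM Aha-Tn7 peptide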
#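 Also added: labelled Tn7 tracer, 0.1 µM; Assay system: human fibrin DD(E) protein; Amount: 2 µM fibrin DD(E); Schedule: 10 min compound pre-incubation, 3 h probe incubation at room temperature; Repeats: one replicate per compound; Read-out basis: percent inhibition; Measured by: fluorescence polarization of the labelled Tn7 tracer.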
# ADAM10 inh = ADAM10 inhibition, QFRET primary screen | inhibition, % at 7 µM | actives 0.62% (n = 370,000) | O14672 | AID 720582 | recombinant ADAM10, EDANS/DABCYL FRET peptide cleavage, 3 h;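 active = inhibition above a per-campaign cutoff equal to the mean of compounds falling between control-based bounds plus 3 SD, cut at about 20% in these data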;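 also: 0% = DMSO wells while the 100% control is not disclosed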
# ARFGAP1 inhibitor = rat ARFGAP1 inhibition; Q62848; Arfgap1-stimulated ARF1 GTP hydrolysis, GDP FP detection; inhibition, % at 16.5 µM; actives 0.26% (n = 360,000);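 active = inhibition above a per-plate limit, mean inhibition of low control wells plus 3 SD, cut at about 25% in these data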;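 also: 0% = DMSO wells with enzyme and 100% = wells lacking Arfgap1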
# Target sequence (Q62848 1-136 limits assumed): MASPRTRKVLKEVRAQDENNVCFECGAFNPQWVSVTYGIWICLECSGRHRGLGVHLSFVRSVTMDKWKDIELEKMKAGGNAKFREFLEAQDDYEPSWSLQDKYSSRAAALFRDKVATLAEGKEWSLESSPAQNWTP
#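 Assay system: purified rat His6-Arfgap1 residues 1-136 (GAP domain); Reagent: human Δ17 ARF1 bound to GTP; Dosing: 16.5 µM single point, 1.26% DMSO; Times: GTP hydrolysis reaction 2 h at 25 °C; Signal: FP, GDP Alexa 633 tracer displaced from anti-GDP antibody, 620/688 nm; Measure: % inhibition from polarization.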
# PLCb3 inh = PLC-beta3 (human) inhibition, primary screen. Q01970. Purified PLC-beta3, fluorogenic substrate, fluorescence. inhibition, % at 12.2 µM. actives 0.18% (n = 370,000); in the data active = inhibition above about 11%;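 also: 0% = median of compound wells on plate and 100% = full blocker control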
# ASAP1 GAP inh = blocks human ASAP1-stimulated Arf1 GTP hydrolysis; Q9ULH1; GDP FP detection; inhibition, % at 16.5 µM; actives 0.19% (n = 360,000); in the data active = inhibition above about 25%;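 also: 0% = vehicle with enzyme and substrate and 100% = no enzyme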
# Target sequence (Q9ULH1 325-724 limits assumed): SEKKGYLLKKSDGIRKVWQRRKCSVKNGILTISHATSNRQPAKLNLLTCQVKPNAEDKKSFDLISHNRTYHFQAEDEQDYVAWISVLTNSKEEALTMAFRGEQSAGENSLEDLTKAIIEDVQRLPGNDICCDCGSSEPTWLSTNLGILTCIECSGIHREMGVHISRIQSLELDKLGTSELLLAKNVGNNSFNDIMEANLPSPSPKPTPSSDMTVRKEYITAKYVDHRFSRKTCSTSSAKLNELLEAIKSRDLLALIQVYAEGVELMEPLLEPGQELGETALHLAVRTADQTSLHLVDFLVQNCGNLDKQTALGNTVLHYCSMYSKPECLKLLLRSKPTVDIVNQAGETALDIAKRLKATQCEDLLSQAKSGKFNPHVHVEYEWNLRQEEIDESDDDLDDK
# TDP2 inh = blocks human TDP2 phosphodiesterase activity. recombinant TDP2, T5PNP hydrolysis, p-nitrophenol absorbance 415 nm. inhibition, % at 12.8 µM. actives 0.34% (n = 370,000). AID 720702;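 active = inhibition above the mean of all tested compounds plus 3 SD, set per campaign, cut at about 25% in these data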;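 also: 0% = DMSO with enzyme and 100% = buffer with substrate but no TDP2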
#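 Evaluation: % inhibition relative to enzyme-containing and enzyme-free wells. Material: recombinant human TDP2. Benchmarks: enzyme-free and DMSO wells. Timing: enzyme reaction with compound for 2 h at 37 °C. Compound dosing: 12.8 µM only. Measured by: p-Nitrophenol epi absorbance. Reagent: T5PNP substrate at 5 mM, a TopII-DNA adduct mimic. Replication: single well per compound.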
# ADAM17 inh = inhibits human ADAM17; recombinant ADAM17, EDANS/DABCYL FRET peptide cleavage; P78536; inhibition, % at 6.95 µM; AID 720648; actives 0.83% (n = 370,000);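 active = inhibition above the mean of compounds lying between control limits plus 3 SD, set per campaign, cut at about 8.5% in these data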;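 also: 0% = DMSO-only wells as the low control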
# Numbers without * were called inactive; i = inactive; . = no result given.
SMILES,PLCg1 inh,Tn6 DDE FP,SIAE inh,Tn7 DDE FP,ADAM10 inh,ARFGAP1 inhibitor,PLCb3 inh,ASAP1 GAP inh,TDP2 inh,ADAM17 inh
CCOC(=O)c1cc2c(=O)n3ccccc3nc2n(CC2CCCO2)c1=NC(C)=O (stereo not given),i,9,-2,-13,i,4,i,10,-20,i
Cn1cc(C(=O)C(=O)N2CCCCC2)c2ccccc21,-1,0,-1,4,-8,-10,0,-8,0,0
O=C(c1ccc(S(=O)(=O)c2ccccc2Cl)c([N+](=O)[O-])c1)N1CCCCCC1,2,2,-1,-3,-10,10,-2,0,1,-3
Cc1ccn(CC(=O)N2N=C(C(F)F)CC2(O)C(F)F)n1 (stereo not given),2,-6,-1,1,-1,2,-2,12,8,-5
Cc1ccccc1S(=O)(=O)c1c(C)cc(C)n(C)c1=O,4,-1,-2,5,-15,-11,0,-13,0,-8
Cc1ccc(NC2=CC(=O)CC(c3ccco3)C2)c(N)c1 (stereo not given),-28,-3,5,9,-13,-7,-40,-18,-15,4
Cc1cc(C)c2c(n1)nn1c(C)c(CCC(=O)NCc3ccco3)c(C)nc21,-474,0,1,-2,i,3,i,-3,5,-190
COC(=O)CCc1c(C)c(C(=O)c2cc(OC)c(OC)c(OC)c2)c2ccccn12,-8,-5,0,-7,5,8,-16,4,-2,-1
CS(=O)(=O)c1ccc(C(=O)N2CC(=O)Nc3ccccc32)cc1,-7,0,0,1,-6,-14,-13,19,12,-1
O=C(c1ccccc1)N1CCN(c2ccc([N+](=O)[O-])c(NCc3ccco3)c2)CC1,4,-5,1,-2,16,-3,7,10,-21,9.2*
COc1ccc(OC)c(/C=N\NC(=O)CC(=O)NCCc2ccccc2)c1,-69,0,-1,8,-194,6,-104,12,12,-70
Cc1cc(C)nc(/N=C2\NC(=O)CC3C(=O)NCCN23)n1 (stereo not given),7,-7,-4,-2,2,-3,7,-1,-17,0
Cc1ccc(C(=O)NNc2cc(=O)n(C)c(=O)n2C)cc1C,-3,-4,-5,-3,-13,0,-6,-1,8,-6
O=C(NCCCN=C1NS(=O)(=O)c2ccccc21)c1ccco1,-1,1,-9,3,13,-6,3,-2,-12,-4
CCn1c(N)c(C(=O)N2CCOCC2)sc1=S,3,0,1,-6,9,-19,4,-2,2,0
CC1=C(C(=O)OC(C)C)C(c2cccs2)NC(=O)N1 (stereo not given),2,-6,8,1,5,0,-4,3,-8,-1
CCc1ccc(N2CC(C(=O)OCC(=O)c3c(N)n(CC(C)C)c(=O)n(C)c3=O)CC2=O)cc1 (stereo not given),-1,-9,-2,-2,-15,-2,-11,-2,1,-2
CCOc1ccc(NC(=S)NCCCc2ccccc2)cc1,-1,2,5,-3,12,5,-1,-7,-4,-2
COc1ccc(C(=O)NC(=S)Nc2ccc(Cl)cn2)cc1OC,2,-6,-7,-2,2,-2,0,12,12,-3
Cc1cc(C(=O)N2CCN(Cc3ccccc3)CC2)on1,2,-7,-4,-7,3,-4,5,-11,-11,2
[O-][n+]1onc2c1C(N1CCOCC1)CCC2N1CCOCC1 (stereo not given),4,7,2,-5,-3,-4,3,5,-4,-1
Nc1cccc2c1C(=O)N(C(=O)/C=C/c1cccc(F)c1)C2=O,-366,-7,-2,-6,-90,1,i,0,-16,-40
CCn1c(SCC(=O)Nc2cccc(OC)c2)nc2c(c1=O)SCC2,-2,-2,1,3,-2,7,-4,10,2,0
COc1ccc(NS(=O)(=O)c2ccc(C)c(NC(=O)CN3C(=O)NC4(CCCC4)C3=O)c2)cc1,-2,4,6,-4,-6,-6,-5,10,3,1
CC(Sc1nnc2n1CCCCC2)C(=O)Nc1cccc(S(=O)(=O)N2CCOCC2)c1 (stereo not given),5,3,-1,-3,-8,2,-3,12,11,-5
# New compounds follow
SMILES,PLCg1 inh,Tn6 DDE FP,SIAE inh,Tn7 DDE FP,ADAM10 inh,ARFGAP1 inhibitor,PLCb3 inh,ASAP1 GAP inh,TDP2 inh,ADAM17 inh
CCOC(=O)C1=CCN(S(=O)(=O)c2ccc(C)cc2)C1c1ccc(Cl)c(Cl)c1 (stereo not given),-2,8,-2,3,6,4,-2,13,-2,3
N#C/C(=C\c1ccc(Cl)cc1)C(=O)NC1CC1,1,-1,9,-6,-3,0,-6,-10,5,-1
CC1(C(=O)NS(=O)(=O)c2ccccc2Cl)CCN1C(=O)c1cccc(F)c1 (stereo not given),5,-1,7,-1,-1,2,5,-1,-3,-5
CC(=O)C[C@@H](O)CC(=O)[C@@H]1OC(=O)[C@H](C)C/C=C\Cc2ccccc21,-5,8,6,1,-4,2,-5,-11,4,-4
COCC(=O)N(Cc1nc2ccccc2c(=O)[nH]1)Cc1cccs1,5,4,-1,0,-3,-9,1,-1,-2,0
CCOC(=O)CC(=O)COc1nc2cc3c(nc2o1)CCCC3,-59,5,8,-4,-17,-2,-84,-1,-11,-5
C/C(N)=C(/C#N)C(=O)CSc1nnc(-c2ccccc2Br)o1,3,6,-1,-2,-4,4,4,-13,3,-2
COc1cccc(-n2c(-c3cccc(S(=O)(=O)N(C)C)c3)n[nH]c2=S)c1,-1,4,1,-3,12,-8,-4,-1,-6,2
Cc1ccc(NC(=O)C2CCN(S(=O)(=O)c3c(C)noc3C)CC2)cc1C,5,1,-3,3,8,5,-2,-7,-4,2
COCC(C)NC(=O)CSc1ncnc2sc(-c3ccccc3)cc12 (stereo not given),-2,6,5,-8,-54,5,-12,-14,12,-14
Cc1cccc(N2CCN(C(=O)c3ccc4nccnc4c3)CC2C)c1 (stereo not given),-2,-4,0,-1,4,-4,-1,8,-1,0
CN(C)c1ccc(C(C(=O)NCC2CCCO2)N(C(=O)c2snc(C(N)=O)c2N)c2ccc3c(c2)OCO3)cc1 (stereo not given),0,7,3,-4,-1,-2,-2,7,8,-5
NC(=O)NC(Cc1ccccc1)C(=O)Nc1ccc(S(N)(=O)=O)cc1 (stereo not given),1,-2,3,-7,-5,2,-3,0,7,-4
CCCn1cnc2cc(NCc3ccc(Br)cc3)ccc21,-28,7,4,-4,-3,2,-49,3,3,-1
Cc1c(CC(=O)O)c(=O)oc2cc(OCc3ccc(Cl)cc3)ccc12,-88,4,-2,-10,i,-6,-144,2,11,-407
CCC(Oc1ccccc1)C(=O)NCc1ccc(S(N)(=O)=O)cc1 (stereo not given),5,2,-3,8,-6,2,-2,-3,3,-6
OCCC1CN(Cc2cnc(-c3ccccc3)s2)CCN1C1CCCCC1 (stereo not given),0,3,10,-1,-1,-1,-3,-5,4,-2
COC(=O)c1ccc(CNC(=O)COC(=O)Cc2ccsc2)cc1,1,-1,-10,-2,-4,-4,2,-12,-2,-2
Cc1cc(C)nc(SCC(=O)c2ccc(C)c(C)c2)n1,0,-5,-5,-6,-3,-4,0,7,-3,-1
COc1ccccc1N1CCN(CC(O)COc2ccc(S(=O)(=O)N3CCOCC3)cc2)CC1 (stereo not given),5,-1,2,4,1,4,4,-11,8,1
O=C1CN(C(=O)COc2ccc(Cl)cc2Cl)c2ccccc2N1,1,14,-10,5,-2,3,-6,6,2,0
CC1CN(c2nnc(NC(=O)c3ccccc3)s2)CC(C)O1 (stereo not given),-5,1,4,-4,6,8,-4,-5,12,0
COC(=O)Cc1ccc(NC(=O)c2cccs2)cc1,3,0,-6,-5,2,3,1,-9,0,-2
CC(C)Oc1ccc(CNC(=O)CCC(=O)N2CC(C)Sc3ccccc32)cc1 (stereo not given),3,-6,1,-3,2,5,0,-9,0,1
COc1ccc2nc(NC(=O)CCNC(=O)c3ccccc3Cl)sc2c1,1,6,2,-8,-1,1,2,1,12,1

# Entries of single compounds, quoted from the list. Order of screens: PLCg1 inh	Tn6 DDE FP	SIAE inh	Tn7 DDE FP	ADAM10 inh	ARFGAP1 inhibitor	PLCb3 inh	ASAP1 GAP inh	TDP2 inh	ADAM17 inh
# CC1CN(c2nnc(NC(=O)c3ccccc3)s2)CC(C)O1 (stereo not given) in the list: -5	1	4	-4	6	8	-4	-5	12	0
# Cc1cccc(N2CCN(C(=O)c3ccc4nccnc4c3)CC2C)c1 (stereo not given) in the list: -2	-4	0	-1	4	-4	-1	8	-1	0
# Cc1c(CC(=O)O)c(=O)oc2cc(OCc3ccc(Cl)cc3)ccc12 in the list: -88	4	-2	-10	i	-6	-144	2	11	-407
# O=C1CN(C(=O)COc2ccc(Cl)cc2Cl)c2ccccc2N1 in the list: 1	14	-10	5	-2	3	-6	6	2	0

# (list continues)
SMILES,PLCg1 inh,Tn6 DDE FP,SIAE inh,Tn7 DDE FP,ADAM10 inh,ARFGAP1 inhibitor,PLCb3 inh,ASAP1 GAP inh,TDP2 inh,ADAM17 inh
CN(C)S(=O)(=O)c1ccc(N2CCCC2)c(C(=O)Nc2nc(-c3ccc(F)cc3)cs2)c1,1,-6,-2,2,3,-8,0,1,-13,3
O=C(COC(=O)c1c2c(nc3ccccc13)CCN(Cc1ccccc1)C2)Nc1c(F)cccc1F,-42,-3,-7,-10,-11,8,-52,2,2,0
COc1ccc(C(=O)CSc2nccn2C)cc1,0,3,9,-2,-1,11,-2,-1,3,0
O=C(CN(C(=O)c1csnn1)c1cccc2ccccc12)NCc1ccc(F)cc1,-1,4,-10,8,-20,-14,-3,2,-1,-1
O=S(=O)(c1cnccc1N1CCN(/N=C/c2ccccc2)CC1)N1CCCCC1,-7,2,4,5,6,-6,-2,19,3,-2
FC(F)(F)c1cccnc1Oc1ccc(C2=NCCS2)cc1,0,2,1,-3,7,2,-5,-6,3,1
Cc1csc(CN(C)C(=O)C2CCC(=O)N(Cc3ccc(Cl)cc3)C2)n1 (stereo not given),1,3,3,-7,-3,-10,-3,2,2,-2
O=C(O)c1cn(-c2ccccc2)nc1-c1ccc(F)cc1,-2,4,0,2,3,4,-19,4,4,-5
N#Cc1ccc(OC[C@@H](O)CN2CCC(C(O)(c3ccccc3)c3ccccc3)CC2)cc1,2,3,-1,-2,-9,.,1,.,6,1
NS(=O)(=O)c1ccc(Nc2nc(-c3ccc4ccccc4c3)cs2)cc1,-90,-14,6,-7,-7,3,-152,15,-7,-2
COc1cc(C(=S)N2CCCC2)ccc1OCC(N)=O,0,-1,0,6,-2,5,-8,-22,1,-4
Cc1ccc(Nc2nc(C(=O)N3CCC(C(=O)N4CCN(C)CC4)CC3)cs2)cc1,4,0,0,-2,4,7,4,11,-6,1
S=c1[nH]nc(C2COc3ccccc3O2)o1 (stereo not given),-2,3,3,-2,-8,4,-2,6,7,-6
COc1cccc2cc(C(=O)C3=C(O)C(=O)N(CCN4CCOCC4)C3c3ccc(C(C)(C)C)cc3)oc12 (stereo not given),-16,-3,6,-3,8,0,-26,-7,8,1
CC1CN(c2nc3ccccc3nc2SCC(=O)Nc2cccc(C(F)(F)F)c2)CC(C)O1 (stereo not given),4,-2,-1,-2,-3,11,4,-6,-8,0
